Source: PubChem (Broad Institute)
C diff growth – inhibitors of Clostridium difficile growth; growth activity, negative = inhibition, % at 16 µg/mL (by protocol); actives 0.25% (n = 86,000); Clostridium difficile clinical isolate growth, OD600, 24 h; stronger effect = lower value;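 active = mean growth activity at or below -80% and every replicate also at or below -80%; inconclusive = mean at or below -80% but some replicate above -80%; inactive = mean growth activity above -80%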;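 note: 0% = DMSO wells and -100% = levofloxacin 16 µg/mL wells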
T cruzi growth – blocks T. cruzi growth in NIH3T3 culture; T. cruzi beta-gal in NIH3T3, GalScreen luminescence, 90 h; inhibition, % at 8.34 µM; actives 5.9% (n = 77,000);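 active = mean inhibition above about 93%, with at least 55% of replicates each passing it, limit read from the data, passing the limit was not always enough; inconclusive = only one of those two conditions holds; inactive = neither condition holds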
Pf Dd2 inh – blocks growth of Plasmodium falciparum Dd2 parasites. activity change, % at 10 µM. actives 2.3% (n = 94,000). P. falciparum Dd2 growth, SYBR Green, 72 h; stronger effect = lower value; in the data active = activity change below about -80%; inconclusive = no clear call, values can overlap the other calls
KDM4C inh – blocks human GASC-1 (KDM4C) demethylase activity. AID 720574. GST-KDM4C 2-372, H3K9me3 peptide, LANCE TR-FRET. Q9H3R0. actives 0.15% (n = 96,000). inhibition, % at 12.5 µM;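 active = mean replicate inhibition above about 25%, with at least 55% of replicates also reaching it, limit read from the data, passing the limit was not always enough; inconclusive = only one of those two conditions met; inactive = neither condition met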
Target sequence (Q9H3R0 2-372 limits assumed): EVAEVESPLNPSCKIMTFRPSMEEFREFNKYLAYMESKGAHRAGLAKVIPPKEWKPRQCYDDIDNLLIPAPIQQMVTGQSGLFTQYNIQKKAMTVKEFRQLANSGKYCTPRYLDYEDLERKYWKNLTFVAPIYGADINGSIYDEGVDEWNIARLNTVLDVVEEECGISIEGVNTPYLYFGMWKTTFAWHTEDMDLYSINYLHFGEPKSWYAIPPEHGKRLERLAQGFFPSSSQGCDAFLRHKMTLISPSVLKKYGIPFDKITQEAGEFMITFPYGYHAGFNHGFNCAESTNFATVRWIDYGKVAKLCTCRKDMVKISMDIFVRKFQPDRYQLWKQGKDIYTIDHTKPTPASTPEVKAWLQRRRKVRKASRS
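Test system – GST-tagged GASC-1 (JMJD2C) catalytic fragment, aa 2-372 · Medium – HEPES buffer, pH 7.5, plus ascorbate · Reagent – H3K9me3 peptide with Fe(II)/2OG · Compound – one test concentration per compound · Timing – 30 min reaction, 60 min detection, RT · Technique – TR-FRET with Eu antibody and ULight streptavidin, EDTA stop · Read-out basis – inhibition from TR-FRET ratio decrease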
* = called active by the depositor; ? = inconclusive; . = no result given; & = joins results of further samples.

SMILES | C diff growth | T cruzi growth | Pf Dd2 inh | KDM4C inh
CN(C)C(=O)c1cccc(-c2ccc([C@@H]3[C@@H](C#N)N(C(=O)C4CC4)[C@@H]3CO)cc2)c1 | -16 | -8 | 18 | 0.0
O=C(NCC(F)(F)F)[C@@H]1[C@@H](CO)[C@@H]2Cn3c(cccc3=O)[C@H]1N2C(=O)C1CC1 | -3 | ? | -13 | 0.1
C[C@@H]1CCCCO[C@H](CN(C)C(=O)Nc2cccc3ccccc23)[C@@H](C)CN([C@H](C)CO)C(=O)c2cc(NC(=O)C3CCCCC3)ccc2O1 | 2 | 55 | -72 | -1.1
CO[C@@H]1CN(C)C(=O)c2ccc(NC(C)=O)cc2OC[C@H](C)N(Cc2ccccn2)C[C@H]1C | . | -42 | -9 | 1.0
C[C@@H]1CCCCO[C@@H](CN(C)S(=O)(=O)c2cccs2)[C@H](C)CN([C@@H](C)CO)C(=O)c2cc(NC(=O)Nc3ccc(F)cc3)ccc2O1 | 4 | 65 | -23 | -0.8
c1ccc(-c2ccc(C3[C@H]4CNC[C@@H]3N4Cc3ccccn3)cc2)cc1 (stereo partly drawn) | 8&-13 | . | -23&9 | 2.4&1.4
CCCC(=O)N1CC2(C1)CN(Cc1ccccc1F)[C@H](CO)c1c2c2ccc(OC)cc2n1C | 6 | . | -87* | -0.3
C/C=C/c1ccc(C2[C@H]3CNC[C@@H]2N3Cc2ccccc2C(F)(F)F)cc1 (stereo partly drawn) | -4 | . | -3 | .
O=C(C[C@H]1C=C[C@H](NC(=O)C2CCC2)[C@H](CO)O1)Nc1nccs1 | 4 | . | 5 | -5.2
C[C@@H]1CN([C@@H](C)CO)C(=O)c2cc(NC(=O)NC3CCCCC3)ccc2O[C@@H]1CN(C)C(=O)Nc1ccc(C(F)(F)F)cc1 | -3 | -23 | -11 | -0.2
C[C@H](CO)N1C[C@H](C)[C@H](CN(C)Cc2ccc(C(=O)O)cc2)Oc2ccc(NC(=O)Nc3ccc4c(c3)OCO4)cc2C1=O | -2 | 85 | 4 | 1.4
CC(C)CC#Cc1ccc2c(c1)O[C@@H](CN(C)Cc1ccccc1F)[C@@H](C)CN([C@H](C)CO)S2(=O)=O | . | ? | -49 | 10
CO[C@H]1CN(C)C(=O)c2ccc(NC(=O)c3ccccc3F)cc2OC[C@H](C)N(CC2CCOCC2)C[C@@H]1C | -6 | . | -4 | 1.0
CC(C)NC(=O)N(C)C[C@@H]1Oc2c(NC(=O)c3cnccn3)cccc2C(=O)N([C@@H](C)CO)C[C@@H]1C | 6&4 | . | 15 | 17
C[C@H](CO)N1C[C@H](C)[C@@H](CN(C)S(=O)(=O)c2ccc(F)cc2)Oc2ccc(NS(=O)(=O)c3cccs3)cc2CC1=O | 22 | 21 | -5 | -0.4
CC=Cc1ccc2n(c1=O)C[C@@H]1[C@@H](CO)[C@H](C(=O)N3CCCCC3)N(Cc3ccccc3OC)[C@H]21 (mixture of isomers) | 3 | 74 | -25 | 1.9
Cc1noc(C)c1S(=O)(=O)N(C)C[C@@H]1Oc2ccc(NC(=O)CCCCCC(=O)Nc3ccccc3N)cc2CC(=O)N([C@H](C)CO)C[C@H]1C | -2 | . | 0 | 0.5
COCC#Cc1ccc([C@@H]2[C@@H](CO)N3CCCCN(C(=O)Nc4cc(F)ccc4F)C[C@H]23)cc1 | 7 | 79 | -25 | -1.6
C[C@H](CO)N1C[C@H](C)[C@H](CN(C)CC2CCOCC2)Oc2cc(C3=CCCC3)ccc2S1(=O)=O | 0 | . | -7 | -0.3
C[C@@H]1CN([C@@H](C)CO)C(=O)c2cc(C#CC(C)(C)O)cnc2O[C@H]1CN(C)C(=O)C1CCCCC1 | 3 | -84 | 16 | -0.4
CC(C)CC#Cc1cnc2c(c1)C(=O)N([C@@H](C)CO)C[C@H](C)[C@@H](CN(C)Cc1cccc(F)c1)O2 | 3 | 102* | -9 | 1.0
CCCC#Cc1cnc2c(c1)C(=O)N([C@@H](C)CO)C[C@@H](C)[C@H](CN(C)S(=O)(=O)c1cccc(OC)c1)O2 | 0 | 89 | -48 | -1.0
C[C@@H]1CN([C@@H](C)CO)C(=O)c2cc(-c3cccc(C#N)c3)cnc2O[C@@H]1CN(C)Cc1cccnc1 | . | . | -26 | -2.2
C[C@@H]1CN([C@H](C)CO)C(=O)c2cc(C#Cc3ccccn3)cnc2O[C@@H]1CN(C)C(=O)c1ccccn1 | 2 | . | 21 | -2.9
COc1cccc(-c2ccc3c(c2)[C@@H]2[C@@H](CCN2S(=O)(=O)c2ccccc2C)[C@H](CO)N3C)c1 | -1 | 87 | 4 | 6.8

(continued)
SMILES | C diff growth | T cruzi growth | Pf Dd2 inh | KDM4C inh
COc1ccccc1NC(=O)N[C@H]1C=C[C@H](CC(=O)NCc2ccc(Cl)c(Cl)c2)O[C@@H]1CO | . | 7 | -4 | -1.6
C[C@H]1CN([C@@H](C)CO)S(=O)(=O)c2ccc(C#CC(C)(C)O)cc2O[C@@H]1CN(C)Cc1ccccc1 | -13 | 49 | -19 | .
CO[C@H]1CN(C)C(=O)c2cc(NC(C)=O)ccc2OC[C@@H](C)N(CC2CCCCC2)C[C@@H]1C | 1 | 19 | -14 | 1.6
C[C@H](CO)N1C[C@H](C)[C@H](CN(C)C(=O)Nc2ccccc2)Oc2ccc(NS(=O)(=O)c3ccccc3)cc2CC1=O | -1 | 10 | 11 | -0.8
CCCNC(=O)N(C)C[C@@H]1Oc2ncc(C#CCC3CCCC3)cc2C(=O)N([C@H](C)CO)C[C@H]1C | -7 | 33 | -20 | -0.3
COc1ccc(S(=O)(=O)N2CC3(CN(Cc4ccccc4OC)[C@@H](CO)c4[nH]c5cc(OC)ccc5c43)C2)cc1 | 13 | . | -60 | -0.7
O=C(C[C@@H]1CC[C@H]2NC[C@H](O)COC[C@@H]2O1)NCCN1CCCC1 | -8 | . | 8 | 1.4
O=C(Cc1cccnc1)N1CC(=O)N2[C@H](CO)[C@H](c3ccc(C#CC4CCCCC4)cc3)[C@H]2C1 | -22 | . | -16 | 0.9
COc1ccc(S(=O)(=O)N(C)C[C@@H]2Oc3c(NS(=O)(=O)c4ccccc4)cccc3C(=O)N([C@H](C)CO)C[C@@H]2C)cc1 | -16 | 17 | -19 | 0.3
CO[C@@H]1CN(C)C(=O)c2cc(NC(=O)NC(C)C)ccc2OC[C@H](C)N(C(=O)CN(C)C)C[C@@H]1C | 1 | 35 | 29 | 3.5
O=C(C[C@H]1C[C@H]2c3cc(NC(=O)c4ccc5c(c4)OCO5)ccc3O[C@H]2[C@@H](CO)O1)NCc1ccc(Oc2ccccc2)cc1 | -37 | -67 | -4 | 0.0
O=C(Nc1cccc(F)c1)N1CC(=O)N2[C@H](C1)[C@H](c1ccc(Br)cc1)[C@@H]2CO | 45 | . | 7 | -2.0
COc1ccccc1-c1cn(CC[C@@H]2CC[C@@H](NC(=O)CCN3CCCCC3)[C@H](CO)O2)nn1 | 0 | 7 | 10 | 0.2
COc1ccc(CN(C)C[C@H]2OCCCC[C@H](C)Oc3ccc(N(C)C)cc3C(=O)N([C@H](C)CO)C[C@H]2C)cc1 | 0 | 10 | -44 | -1.7
CCCNC(=O)Nc1ccc2c(c1)C(=O)N(C)C[C@@H](OC)[C@@H](C)CN[C@@H](C)CO2 | . | 42 | 19 | -2.0
COc1ccc2c3c(n(C)c2c1)[C@@H](CO)N(C(=O)C1CCC1)CC31CCN(C(=O)CN(C)C)CC1 | 0 | . | -65 | 0.7
CCCC(=O)Nc1ccc2c(c1)C(=O)N(C)C[C@@H](OC)[C@@H](C)CN(Cc1cccc(F)c1)[C@H](C)CO2 | 3 | -18 | -26 | 1.5
Cc1noc(C)c1NC(=O)Nc1ccc2c(c1)C(=O)N([C@H](C)CO)C[C@H](C)[C@H](CN(C)Cc1ccc(Cl)c(Cl)c1)OCCCC[C@H](C)O2 | -1 | 13 | -10 | -0.2
C[C@H]1CN([C@@H](C)CO)C(=O)c2cc(C#CCN(C)C)cnc2O[C@H]1CN(C)C(=O)c1ccc(F)cc1 | -6 | -59 | 1 | 2.9
CCCN(C)C[C@@H]1Oc2cc(C3=CCCC3)ccc2S(=O)(=O)N([C@@H](C)CO)C[C@H]1C | . | 24 | -51 | 1.6
C[C@H](CO)N1C[C@H](C)[C@@H](CN(C)C(=O)Nc2ccccc2)Oc2ncc(C#CC3CCCC3)cc2C1=O | -10 | 77 | -17 | -0.4
Cc1ccc(S(=O)(=O)N(C)C[C@@H]2Oc3c(NC(=O)c4nc5ccccc5s4)cccc3C(=O)N([C@@H](C)CO)C[C@@H]2C)cc1 | -3 | 68 | 3 | -1.6
COC(=O)C[C@@H]1CC[C@H]2[C@@H](COc3ccc(NC(=O)c4cccc(Cl)c4)cc3C(=O)N2C)O1 | 12 | 42 | . | -1.1
C[C@@H]1CN([C@@H](C)CO)C(=O)c2cc(NS(=O)(=O)c3ccccc3)ccc2O[C@@H]1CN(C)C | 0 | -8 | -4 | 0.3
CN(C)C(=O)c1ccc(-c2ccc([C@H]3[C@H](C#N)N(C(=O)C4CCC4)[C@H]3CO)cc2)cc1 | 0 | 37 | -26 | -0.3

Arranged by length of the SMILES (rising): some entries from above.
SMILES | C diff growth | T cruzi growth | Pf Dd2 inh | KDM4C inh
C/C=C/c1ccc(C2[C@H]3CNC[C@@H]2N3Cc2ccccc2C(F)(F)F)cc1 (stereo partly drawn) | -4 | . | -3 | .
CO[C@H]1CN(C)C(=O)c2cc(NC(C)=O)ccc2OC[C@@H](C)N(CC2CCCCC2)C[C@@H]1C | 1 | 19 | -14 | 1.6
CN(C)C(=O)c1cccc(-c2ccc([C@@H]3[C@@H](C#N)N(C(=O)C4CC4)[C@@H]3CO)cc2)c1 | -16 | -8 | 18 | 0.0
CO[C@@H]1CN(C)C(=O)c2cc(NC(=O)NC(C)C)ccc2OC[C@H](C)N(C(=O)CN(C)C)C[C@@H]1C | 1 | 35 | 29 | 3.5
CC(C)CC#Cc1cnc2c(c1)C(=O)N([C@@H](C)CO)C[C@H](C)[C@@H](CN(C)Cc1cccc(F)c1)O2 | 3 | 102* | -9 | 1.0
CC=Cc1ccc2n(c1=O)C[C@@H]1[C@@H](CO)[C@H](C(=O)N3CCCCC3)N(Cc3ccccc3OC)[C@H]21 (mixture of isomers) | 3 | 74 | -25 | 1.9

Next part
SMILES | C diff growth | T cruzi growth | Pf Dd2 inh | KDM4C inh
COc1ccc2c3c([nH]c2c1)[C@H](CO)N(C(=O)c1ccc(F)cc1)CC31CCN(C(=O)CC2CC2)CC1 | -10 | . | -67 | 1.5
CCCNC(=O)Nc1ccc2c(c1)C(=O)N(C)C[C@H](OC)[C@H](C)CN(Cc1cccnc1)[C@H](C)CO2 | . | 70 | 7 | -1.1
COc1ccc(-c2ccc([C@H]3[C@H](CO)N[C@@H]3C#N)cc2)cc1 | -2 | -23 | 4 | 5.2
Cc1ccc(S(=O)(=O)Nc2ccc3c(c2)C(=O)N([C@H](C)CO)C[C@H](C)[C@@H](CN(C)Cc2ccc4c(c2)OCO4)O3)cc1 | -2 | 37 | 7 | 3.1
COCC(=O)Nc1ccc2c(c1)[C@H]1C[C@H](CC(=O)NCc3ccccn3)O[C@H](CO)[C@H]1O2 | -2 | 2 | 17 | 0.5
CC=Cc1ccc2n(c1=O)C[C@H]1[C@H](CO)[C@@H](C(=O)NCC3CC3)[C@@H]2N1Cc1ccncc1 (mixture of isomers) | -1 | 17 | . | -1.6
CN(C)C(=O)c1cccc(-c2ccc(C3[C@@H]4CN(C(=O)Nc5ccccc5F)C[C@H]3N4)cc2)c1 (stereo partly drawn) | 19&0 | . | 2&-11 | -1.2&-0.1
CC(C)C#Cc1ccc2c(c1)O[C@@H](CN(C)C(=O)c1cnccn1)[C@@H](C)CN([C@H](C)CO)S2(=O)=O | 0 | 43 | -21 | 18
O=C(C[C@H]1CC[C@H]2[C@@H](COC[C@H](O)CN2C(=O)Nc2ccc(F)cc2)O1)NC1CCC1 | 4&1 | . | 14 | 0.2
O=C(C1CCOCC1)N1CC(=O)N2[C@H](C1)[C@@H](c1ccc(/C=C/c3ccccc3)cc1)[C@@H]2CO | -2 | . | -14 | -0.1
COc1ccc(NC(=O)N(C)C[C@H]2OCc3ccccc3-c3c(n(C)c4ccccc34)C(=O)N([C@H](C)CO)C[C@H]2C)cc1 | . | -8 | -55 | 0.1
CN(C)C(=O)C[C@H]1C[C@H]2c3cc(NC(=O)c4ccc5c(c4)OCO5)ccc3O[C@H]2[C@H](CO)O1 | -1 | -28 | -4 | 0.4
COCC(=O)N1[C@H](C#N)[C@H](c2ccccc2-c2cccc(F)c2)[C@@H]1CO | 99 | . | -9 | 0.7
C[C@H]1CN([C@@H](C)CO)C(=O)Cc2cc(NC(=O)Nc3cccc4ccccc34)ccc2O[C@@H]1CN(C)S(=O)(=O)c1ccccc1 | -5 | 4 | -20 | -1.2
COc1cccc(C#Cc2ccc([C@H]3[C@H]4CN(C(C)=O)CC(=O)N4[C@H]3CO)cc2)c1 | -3 | . | 12 | -0.8
